PTK2B oligo ant: Pyk2 (human) oligomerization antagonism; Q14289; Q293 cells, Pyk2 FERM NanoBiT luminescence; stronger effect = lower value; z-score (the deposit names both 25 µM and 10 µM); actives 0.83% (n = 99,000);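 active = Z-score of -3 or lower, scaled per plate to the spread of control and sample wells; inactive = z-score above -3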;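 note: negative z-score means lost luminescence so less FERM oligomerization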
Target sequence (Q14289 whole entry, looked up): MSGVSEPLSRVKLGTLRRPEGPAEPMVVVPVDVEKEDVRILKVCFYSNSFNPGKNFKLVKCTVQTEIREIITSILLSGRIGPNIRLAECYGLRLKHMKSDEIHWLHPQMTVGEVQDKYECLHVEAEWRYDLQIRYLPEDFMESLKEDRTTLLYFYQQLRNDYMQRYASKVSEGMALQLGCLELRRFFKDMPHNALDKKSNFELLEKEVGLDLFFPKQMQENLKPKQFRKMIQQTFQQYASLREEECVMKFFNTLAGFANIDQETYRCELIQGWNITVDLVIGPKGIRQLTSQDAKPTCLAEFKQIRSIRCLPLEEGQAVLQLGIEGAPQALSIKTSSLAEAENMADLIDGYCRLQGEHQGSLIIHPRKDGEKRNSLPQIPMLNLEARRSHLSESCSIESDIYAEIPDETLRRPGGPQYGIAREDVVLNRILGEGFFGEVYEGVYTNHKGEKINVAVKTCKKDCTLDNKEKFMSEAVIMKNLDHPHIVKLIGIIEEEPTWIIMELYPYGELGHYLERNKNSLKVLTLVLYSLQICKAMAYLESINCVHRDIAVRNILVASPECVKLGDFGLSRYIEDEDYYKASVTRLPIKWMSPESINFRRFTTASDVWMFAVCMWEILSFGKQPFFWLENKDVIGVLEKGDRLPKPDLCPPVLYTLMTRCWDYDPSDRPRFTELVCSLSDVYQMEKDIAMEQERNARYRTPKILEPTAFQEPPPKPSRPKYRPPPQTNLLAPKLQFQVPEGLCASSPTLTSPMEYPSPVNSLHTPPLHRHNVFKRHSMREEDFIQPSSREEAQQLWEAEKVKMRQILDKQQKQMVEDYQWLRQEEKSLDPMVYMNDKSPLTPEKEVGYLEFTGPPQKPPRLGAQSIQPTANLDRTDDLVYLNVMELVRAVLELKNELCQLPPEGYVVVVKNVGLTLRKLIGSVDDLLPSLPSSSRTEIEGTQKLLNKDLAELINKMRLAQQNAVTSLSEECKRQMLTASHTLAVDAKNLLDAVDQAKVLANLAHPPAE
PTPN22 inh 2: inhibitors of human LYP (PTPN22) phosphatase | AID 640 | inhibition, % at 2 µM | actives 0.21% (n = 96,000) | recombinant LYP catalytic domain, DiFMUP fluorescence | Q9Y2R2;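 active = inhibition at 2 µM at or above a set limit, the screen mean plus 3 SD, cut at about 24% in these data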;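 note: 0% = DMSO with enzyme and 100% = enzyme fully blocked by orthovanadate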
PostGolgi ctrl: yeast control strain growth, post-Golgi counter-screen; efflux-deficient yeast background strain, growth absorbance A615, 16 h; inhibition, % at 10 µM; actives 5% (n = 98,000); AID 738
CYP2C9 activ: CYP2C9 (human) activation; recombinant CYP2C9, luciferin-H conversion, luminescence; stronger effect = higher value; factor 1 = untreated enzyme, 0 = blocked; activation factor at 5 µM; actives 1.4% (n = 96,000);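 active = activation factor of 2 or more for CYP2C9 at a 5 µM dose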;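 note: 0 = sulfaphenazole-blocked wells and 1 = vehicle-only wells; values of inactives mirror those of a sister screen read the other way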
PostGolgi yeast: growth inhibition of a yeast mutant, post-Golgi transport screen; post-Golgi transport phenotypic cell assay; inhibition, % at 10 µM; actives 0.9% (n = 98,000); AID 739;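 note: yeast cells grown in 1536-well plates; yeast grown about 18 h at 30C before absorbance read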
PTPN22 act: LYP (human) phosphatase activation | Q9Y2R2 | recombinant LYP, DiFMUP fluorescence; 0 = plate median, 100 = signal doubled | activation, % at 2 µM | actives 0.11% (n = 96,000) | AID 697;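 active = activation at 2 µM above a set limit, the mean plus 5 SD, cut at about 37% in these data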
Ecoli WT expand: growth inhibitors of E. coli BW25113 wild type; OD600 absorbance; growth inhibition, % at 100 µM; actives 0.15% (n = 98,000); AID 710;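 active = growth inhibition above about 50% at one test dose, limit read from the data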;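 note: growth measured after 20 h incubation at 37 °C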
DAT uptake mod: modulates human dopamine transporter uptake under cocaine; Q01959; LLC-PK1 hDAT cells, [14C]-dopamine uptake with cocaine IC80; actives deviate in either direction; B-score at 10 µM; actives 1.3% (n = 110,000);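 active = Z score or B-score, a plate-position-corrected score, falls beyond the plate's 99.7% confidence bounds, in either direction; inactive = both scores lie inside the 99.7% bounds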;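 note: scored against the spread of the other compound wells on the same plate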
CYP2C9 inhib: inhibitors of human CYP2C9; CYP2C9 Supersomes, luciferin-H conversion, luminescence; inhibition, % at 5 µM; actives 20% (n = 96,000); P11712;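 active = blocking of liver enzyme CYP2C9 beyond about 50% at 5 µM, limit read from the data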; note: values of inactives mirror those of a sister screen read the other way
Active calls of the source: *. Cut-off read from the data, not from the text of the source, unless noted: active = inhibition above about 30%; inactive = the rest.

Results for Cc1cc2cccc(C)c2nc1SCC(=O)N(C)c1nc(-c2ccccc2)cs1 ?
PTK2B oligo ant: -0.01; PTPN22 inh 2: -5; PostGolgi ctrl: 5; CYP2C9 activ: 0.7; PostGolgi yeast: 3; PTPN22 act: 7; Ecoli WT expand: -14; DAT uptake mod: -0.83; CYP2C9 inhib: 30

What do the screens show for `CCOC(=O)C1=C(C)NC(=O)NC1c1ccsc1` (centres undefined)?
PTK2B oligo ant: 1.2; PTPN22 inh 2: 8; PostGolgi ctrl: 1; CYP2C9 activ: 0.9; PostGolgi yeast: -7; PTPN22 act: -5; Ecoli WT expand: 4; DAT uptake mod: -0.37; CYP2C9 inhib: 12

How did CCOC(=O)C1=C(C)NC(C)=C(C(=O)OCC)C1c1cn(-c2ccccc2)nc1-c1ccco1 do in these assays?
PTK2B oligo ant: 0.37; PTPN22 inh 2: -2; PostGolgi ctrl: -1; CYP2C9 activ: 0.7; PostGolgi yeast: 4; PTPN22 act: 5; Ecoli WT expand: 1; DAT uptake mod: 0.26; CYP2C9 inhib: 31

What do the screens show for `COc1ccc(N2CCCn3c2nc2c3c(=O)n(CCCc3ccccc3)c(=O)n2C)cc1`?
PTPN22 inh 2: -3; PostGolgi ctrl: 14; PostGolgi yeast: 25; PTPN22 act: 0; Ecoli WT expand: -5

How did O=C(c1ccco1)N1CCN(C(=O)c2sccc2-c2ccccc2)CC1 do in these assays?
PTK2B oligo ant: -0.17; PTPN22 inh 2: 6; PostGolgi ctrl: 14; PostGolgi yeast: 6; PTPN22 act: -2; Ecoli WT expand: -2; DAT uptake mod: 0.53

Results for O=c1cc(N2CCOCC2)[nH]c(=O)n1C1CCCCC1 ?
PTK2B oligo ant: -0.75; PTPN22 inh 2: -5; PostGolgi ctrl: 4; CYP2C9 activ: 0.9; PostGolgi yeast: 10; PTPN22 act: 3; Ecoli WT expand: 5; DAT uptake mod: -0.83; CYP2C9 inhib: 6

What do the screens show for `Cn1c(C(=O)NCCCN2CCCCCC2)cc2c(=O)n(C)c3ccccc3c21`?
PTPN22 inh 2: 3; PostGolgi ctrl: 20; CYP2C9 activ: 0.9; PostGolgi yeast: -18; PTPN22 act: -4; Ecoli WT expand: 1; DAT uptake mod: 0.12; CYP2C9 inhib: 7

Results for OC(COc1cccc2ccccc12)CN1CCCC1 (centres undefined) ?
PTK2B oligo ant: -0.98; PTPN22 inh 2: 7; PostGolgi ctrl: 5; CYP2C9 activ: 1; PostGolgi yeast: -5; PTPN22 act: -5; Ecoli WT expand: -5; DAT uptake mod: 0.14; CYP2C9 inhib: 4

Results for N#CCSc1nc(Nc2ccc3c(c2)OCO3)c2ccccc2n1 ?
PTK2B oligo ant: -4.2*; PTPN22 inh 2: 1; PostGolgi ctrl: 28; CYP2C9 activ: 0.2; PostGolgi yeast: -5; PTPN22 act: -4; Ecoli WT expand: -13; DAT uptake mod: -1.2; CYP2C9 inhib: 80*

Results for N#CCCN(CCC#N)C(=O)COc1ccc(Cl)cc1Cl ?
PTK2B oligo ant: -0.09; PTPN22 inh 2: -1; PostGolgi ctrl: 8; PostGolgi yeast: 3; PTPN22 act: 0; Ecoli WT expand: -4; DAT uptake mod: -0.82

How did COCCCNC(=O)c1ccccc1Oc1ccccc1 do in these assays?
PTK2B oligo ant: 0.49; PTPN22 inh 2: -2; PostGolgi ctrl: 0; CYP2C9 activ: 0.8; PostGolgi yeast: 14; PTPN22 act: -1; Ecoli WT expand: -1; DAT uptake mod: 0.22; CYP2C9 inhib: 19

What do the screens show for `CCOc1ccc(-c2nnc(N)s2)cc1`?
PTK2B oligo ant: -0.17; PTPN22 inh 2: -1; PostGolgi ctrl: 17; CYP2C9 activ: 1; PostGolgi yeast: 3; PTPN22 act: 5; Ecoli WT expand: 7; DAT uptake mod: 0.51; CYP2C9 inhib: 0

Looked up by compound from above, two records:
How did COCCCNC(=O)c1ccccc1Oc1ccccc1 do in these assays?
PTK2B oligo ant: 0.49; PTPN22 inh 2: -2; PostGolgi ctrl: 0; CYP2C9 activ: 0.8; PostGolgi yeast: 14; PTPN22 act: -1; Ecoli WT expand: -1; DAT uptake mod: 0.22; CYP2C9 inhib: 19

What do the screens show for `CCOC(=O)C1=C(C)NC(=O)NC1c1ccsc1` (centres undefined)?
PTK2B oligo ant: 1.2; PTPN22 inh 2: 8; PostGolgi ctrl: 1; CYP2C9 activ: 0.9; PostGolgi yeast: -7; PTPN22 act: -5; Ecoli WT expand: 4; DAT uptake mod: -0.37; CYP2C9 inhib: 12

The results go on:
Results for O=C(Nc1ccccc1)NC1CS(=O)(=O)CC1O (centres undefined) ?
PTK2B oligo ant: 2.1; PTPN22 inh 2: 6; PostGolgi ctrl: 4; CYP2C9 activ: 1.1; PostGolgi yeast: 1; PTPN22 act: -6; Ecoli WT expand: 3; DAT uptake mod: -1.3; CYP2C9 inhib: -13

Results for Nc1cccc(S(=O)(=O)c2cccc(N)c2)c1 ?
PTK2B oligo ant: -0.34; PTPN22 inh 2: 3; PostGolgi ctrl: 1; CYP2C9 activ: 3*; PostGolgi yeast: 4; PTPN22 act: -5; Ecoli WT expand: 5; DAT uptake mod: -0.66; CYP2C9 inhib: -201

What do the screens show for `CCn1c(SCC(=O)NCc2cccs2)nc2c1c(=O)n(C)c(=O)n2C`?
PTK2B oligo ant: 0.3; PostGolgi ctrl: 0; CYP2C9 activ: 1; PostGolgi yeast: -1; Ecoli WT expand: -7; DAT uptake mod: -0.23; CYP2C9 inhib: 0

What do the screens show for `CCc1ccccc1NC1=NCC(=O)N1Cc1ccc2c(c1)OCO2`?
PTK2B oligo ant: -1.8; PTPN22 inh 2: -6; PostGolgi ctrl: 7; PostGolgi yeast: 12; PTPN22 act: 4; Ecoli WT expand: -4; DAT uptake mod: 1.4

Results for O=C(/C(=C/O)N=Nc1ccccc1)c1ccncc1 ?
PTK2B oligo ant: 0.1; PTPN22 inh 2: 3; PostGolgi ctrl: 14; CYP2C9 activ: 0.3; PostGolgi yeast: -5; PTPN22 act: -2; Ecoli WT expand: 0; DAT uptake mod: 0.054; CYP2C9 inhib: 68*

How did CCN1C(=O)C(O)(C2COC(C)(C)CC2=O)c2ccccc21 (centres undefined) do in these assays?
PTK2B oligo ant: 0.72; PTPN22 inh 2: -5; PostGolgi ctrl: -2; CYP2C9 activ: 0.9; PostGolgi yeast: 4; PTPN22 act: 6; Ecoli WT expand: 9; DAT uptake mod: 1.5; CYP2C9 inhib: 6

How did Cc1ccc(N(CC(=O)NC2CCCC2)C(=O)CCCC(=O)Nc2ccccn2)cc1C do in these assays?
PTK2B oligo ant: -0.01; PTPN22 inh 2: -1; PostGolgi ctrl: 8; CYP2C9 activ: 0.4; PostGolgi yeast: -1; PTPN22 act: -1; Ecoli WT expand: 0; DAT uptake mod: 1.7; CYP2C9 inhib: 56*

What do the screens show for `O=C1Nc2ccc(Br)cc2C1=Nc1ccc(-c2nnc3n2CCCCC3)cc1`?
PTPN22 inh 2: -4; PostGolgi ctrl: -5; CYP2C9 activ: 1.4; PostGolgi yeast: -3; PTPN22 act: 3; Ecoli WT expand: 21; CYP2C9 inhib: -39

How did COc1ccc(/C=N/N2CCN(C)CC2)cc1O do in these assays?
PTK2B oligo ant: 0.97; PTPN22 inh 2: 11; PostGolgi ctrl: 3; CYP2C9 activ: 1.2; PostGolgi yeast: -2; PTPN22 act: -6; Ecoli WT expand: -5; DAT uptake mod: 0.0079; CYP2C9 inhib: -23

Results for O=C1N/C(=N/Nc2ccccc2)S/C1=C\c1ccccc1 ?
PTK2B oligo ant: 0.78; PTPN22 inh 2: 2; PostGolgi ctrl: 17; CYP2C9 activ: 0.3; PostGolgi yeast: 4; PTPN22 act: 0; Ecoli WT expand: -4; CYP2C9 inhib: 67*

What do the screens show for `Cc1cc(NC(=O)C2CCCN(S(=O)(=O)c3c(C)noc3C)C2)n[nH]1` (centres undefined)?
PTPN22 inh 2: -4; PostGolgi ctrl: 0; CYP2C9 activ: 1; PostGolgi yeast: 12; PTPN22 act: 2; Ecoli WT expand: 6; DAT uptake mod: 0.37; CYP2C9 inhib: 4

What do the screens show for `Cc1cc(C)cc(CC2CC(=O)N(c3nc(C)cc(C)n3)C2=O)c1` (centres undefined)?
PTK2B oligo ant: 1.2; PTPN22 inh 2: -5; PostGolgi ctrl: 9; PostGolgi yeast: 4; PTPN22 act: 4; Ecoli WT expand: -3; DAT uptake mod: -0.054

Results for CSc1ccccc1NC(=O)c1cnc2scc(C)n2c1=O ?
PostGolgi ctrl: 28; CYP2C9 activ: 0.8; PostGolgi yeast: 8; Ecoli WT expand: -2; DAT uptake mod: 0.022; CYP2C9 inhib: 19

Results for CC1CCN(S(=O)(=O)c2cccc(-c3nnc(-c4cccnc4)o3)c2)CC1 ?
PTK2B oligo ant: 0.62; PTPN22 inh 2: 4; PostGolgi ctrl: 13; CYP2C9 activ: 0.9; PostGolgi yeast: -4; PTPN22 act: -8; Ecoli WT expand: 0; DAT uptake mod: 0.79; CYP2C9 inhib: 8

What do the screens show for `COc1ccc2oc(=O)c(-c3nc(C)cs3)cc2c1`?
PTK2B oligo ant: 0.38; PostGolgi ctrl: 16; CYP2C9 activ: 0.5; PostGolgi yeast: 10; Ecoli WT expand: -2; DAT uptake mod: 0.0022; CYP2C9 inhib: 55*

How did Cc1ccc(S(=O)(=O)Cn2nnnc2C(C(C)C)N2CCc3ccccc3C2)cc1 (centres undefined) do in these assays?
PTK2B oligo ant: -0.43; PTPN22 inh 2: 6; PostGolgi ctrl: 26; CYP2C9 activ: 0.7; PostGolgi yeast: -5; PTPN22 act: -5; Ecoli WT expand: -7; DAT uptake mod: 0.57; CYP2C9 inhib: 25

Results for Cc1c(C#N)c(N=CN(C)C)c(C(=O)c2ccc(Br)cc2)n1-c1ccccc1 ?
PTK2B oligo ant: 0.03; PTPN22 inh 2: 6; PostGolgi ctrl: 28; CYP2C9 activ: 0.8; PostGolgi yeast: 5; PTPN22 act: -6; Ecoli WT expand: -4; DAT uptake mod: 0.65; CYP2C9 inhib: 22

What do the screens show for `COc1ccc(N=C2C(=O)Nc3ccccc32)cc1`?
PTK2B oligo ant: -0.5; PTPN22 inh 2: -2; PostGolgi ctrl: 3; CYP2C9 activ: 0.6; PostGolgi yeast: -1; PTPN22 act: 2; Ecoli WT expand: 4; DAT uptake mod: 0.33; CYP2C9 inhib: 37

How did NC(=O)C1(NC(=O)[C@@H]2CC3(CC(c4cccc(NC(=O)[C@@H]5CCC(=O)N5)c4)=NO3)CN2C(=O)c2ccccc2)CC1 (some centres undefined) do in these assays?
PTPN22 inh 2: 3; PostGolgi ctrl: -1; CYP2C9 activ: 1.1; PostGolgi yeast: -1; PTPN22 act: 0; Ecoli WT expand: -1; DAT uptake mod: -0.15; CYP2C9 inhib: -13

Results for Cc1ccc(C(=O)Nc2ccccc2N2CCN(C(=O)C(C)C)CC2)cc1C ?
PTK2B oligo ant: -0.28; PostGolgi ctrl: 4; CYP2C9 activ: 0.1; PostGolgi yeast: -8; Ecoli WT expand: 2; CYP2C9 inhib: 89*

Results for CCCCN(CC)c1nc(N)c2c(N)nc(OCC)cc2c1C#N ?
PTK2B oligo ant: -0.69; PTPN22 inh 2: 3; PostGolgi ctrl: 76*; CYP2C9 activ: 0.9; PostGolgi yeast: 2; PTPN22 act: 1; Ecoli WT expand: -10; DAT uptake mod: 0.43; CYP2C9 inhib: 14

What do the screens show for `C=CCc1cccc2cc(C(=O)NC(C)(C)C)c(=O)oc12`?
PTK2B oligo ant: 0.13; PTPN22 inh 2: 6; PostGolgi ctrl: -10; CYP2C9 activ: 0.4; PostGolgi yeast: -15; PTPN22 act: -7; Ecoli WT expand: -3; DAT uptake mod: 0.56; CYP2C9 inhib: 55*

Results for N#CC1=C(N)SC(N)=C(C#N)C1C1C=CCCC1 (centres undefined) ?
PTK2B oligo ant: -0.84; PTPN22 inh 2: -4; PTPN22 act: 4; DAT uptake mod: 0.55

What do the screens show for `CCOCCCNC(=O)C1CCN(C(=O)Nc2ccc(C)cc2)CC1`?
PTK2B oligo ant: 0.87; PTPN22 inh 2: -3; PostGolgi ctrl: -6; CYP2C9 activ: 1; PostGolgi yeast: 6; PTPN22 act: 2; Ecoli WT expand: 4; DAT uptake mod: -1.4; CYP2C9 inhib: -3

Screening results: PubChem BioAssay, several laboratories
